# Source: PubChem (several laboratories)
# NOD1 NF-kB reporter = NOD1 signaling inhibitors, primary screen, cell-based, luminescence, uHTS (AID 1578); 290,000 compounds, 1% hits; one-dose inhibition, % at 4 µM; EC50 in µM for titrated hits; NOD1-driven NF-kB luciferase reporter cells, luminescence; higher % means a stronger effect; in the data active means inhibition mostly above about 36%, no sharp cut-off; inactive means mostly below about 34%;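 further: HEK-293T reporter cells stimulated with the NOD1 agonist gamma-tri-DAP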
# KOR beta-arrestin-1 = KOR agonists, beta-arrestin recruitment, primary screen, cell-based, luminescence, uHTS (AID 1777). Kappa-type opioid receptor (Homo sapiens). KOR beta-arrestin recruitment, luminescence; higher % means a stronger effect. activation, % at 10 µM; hits with a dose series show EC50 in µM. 280,000 compounds, 0.02% hits; in the data active means activation above about 50%, passing the limit was not always enough; further: a part of the inactive calls stands beside numbers as strong as those of hits
# AID2073 = inhibitors of Mint1-CaV2.2 protein interaction, biochemical, HTRF (AID 2073); Voltage-dependent N-type calcium channel subunit alpha-1B (Homo sapiens); HTRF protein-protein interaction, Mint1-CaV2.2; higher % means a stronger effect; inhibition, % at 20 µM; hits with a dose series show IC50 in µM; 290,000 compounds, 0.19% hits; in the data active means inhibition mostly above about 51%, no sharp cut-off; inconclusive means no clear call, values can overlap the other calls; inactive means mostly below about 53%; further: some results filed as inactive read as strong as hits
# KOR beta-arrestin-2 = KOR antagonists, beta-arrestin recruitment, cell-based, luminescence, uHTS (AID 1778) | KOR beta-arrestin recruitment, luminescence, antagonist mode; higher % means a stronger effect | one-dose inhibition, % at 10 µM; IC50 in µM for titrated hits | 290,000 compounds, 0.091% hits; further: strong numbers were not always called active
# HIV peptide binding = inhibitors of HIV fusion peptide binding, primary screen, biochemical, uHTS, fluorescence dequenching (AID 1986). one-dose inhibition, % at 20 µM; IC50 in µM for titrated hits. cell-free peptide binding, fluorescence dequenching, 30 min; higher % means a stronger effect. 290,000 compounds, 0.3% hits; in the data active means inhibition mostly above about 52%, no sharp cut-off; inactive means mostly below about 76%; further: some results filed as inactive read as strong as hits
# Yfh1-off respiration = enhancers of respiration in Yfh1-depleted yeast, dose response, Friedreich's ataxia, plus single-dose screen (AID 1465). S. cerevisiae Yfh1-off respiration, WST-1 reduction, 72 h; higher fold induction means a stronger effect. fold induction at 50 µM; hits with a dose series show EC50 in µM. 220,000 compounds, 0.074% hits;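 active means fold induction of absorbance versus untreated yeast above a set limit, then at least 30% activation at any dose in follow-up; inconclusive means repeats straddling the limit, or above it without dose testing; inactive means fold induction below the set limit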;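 further: activators that raise dye reduction in frataxin-depleted yeast; strong numbers were not always called active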
# NOD2 inhibition = NOD2 signaling inhibitors, cell-based, luminescence, uHTS, HEK293 (AID 1566). HEK293 NOD2/NF-kB luciferase reporter, luminescence; higher % means a stronger effect. inhibition, % at 4 µM, or EC50 in µM where a hit was titrated. 290,000 compounds, 0.63% hits; further: many of its hits are not listed in these tables
# West Nile antiviral = West Nile virus antiviral activity, cell-based, CPE readout (AID 1621) | West Nile virus-infected cells, CPE inhibition; higher % means a stronger effect | CPE inhibition, % at 10 µM, or IC50 in µM where a hit was titrated | 290,000 compounds, 0.02% hits; in the data active means a potency from the dose series; inconclusive means CPE inhibition mostly from about 3.7% at the one dose, without a potency; inactive means the rest, 99 in 100 with CPE inhibition below about 2.2%; further: strong numbers were not always called active
# NS5 inhibitors = Dengue-2 NS5 methyltransferase inhibitors, primary screen, biochemical, confirmation dose response (AID 588689) | inhibition, % at 25 µM, or IC50 in µM where a hit was titrated | Dengue-2 NS5 methyltransferase capping enzyme assay, biochemical; higher % means a stronger effect | Genome polyprotein (Dengue virus type 2 (strain 16681-PDK53)) | 340,000 compounds, 0.3% hits; in the data active means a potency from the dose series; inconclusive means inhibition above about 29% without an active follow-up result
# NS5 inhibitors pilot replicate = recorded beside NS5 inhibitors, whose call it bears; inhibition, %; measured here: pilot screen replicate inhibition
# Numbers without * were called inactive; i = inactive; ? = inconclusive; / = no result given; [ ] = another dose, or the depositor's remark. Unless noted, no stated cut-off is given here; in the data, active means inhibition above about 50%; inactive means the rest. The list is partial; the hit share may differ from the screen's.
SMILES,NOD1 NF-kB reporter,KOR beta-arrestin-1,AID2073,KOR beta-arrestin-2,HIV peptide binding,Yfh1-off respiration,NOD2 inhibition,West Nile antiviral,NS5 inhibitors,others
COc1ccccc1OCC(=O)Nc1ccc(S(=O)(=O)Nc2nc(C)cc(C)n2)cc1,-48%,-5.3%,2%,-66%,-0.6%,i,4%,-0.1%,2%,
Cc1c(Cl)cccc1NC(=O)CSc1ncnc2c1cnn2CCc1ccccc1,-10%,14%,-2%,9%,0.2%,i,-22%,-0.4%,0%,
Cc1cc(C)n(C(=O)CNC(=O)Cc2ccccc2)n1,-4%,7.7%,-3%,17%,13%,i,13%,0.0%,-6%,
C=CCn1c(SCC(=O)Nc2ccc(F)cc2)nc2ccccc2c1=O,17%,-0.7%,11%,11%,-1.0%,/,8%,-1.4%,1%,
C=CC(=O)Nc1ccc(Br)cc1,7%,2.1%,-4%,2%,1.4%,i,-21%,0.9%,-8%,
CCCC(C)NC(=O)C1CCN(S(=O)(=O)c2ccccc2)CC1 (configuration not stated),-14%,-1.6%,6%,-10%,2.4%,i,0%,0.0%,-2%,
CCC(C)[C@H]1CNC(=S)N1CCC12CC3CC(CC(C3)C1)C2 (some centres not stated),0%,-2.5%,-3%,16%,-1.4%,i,-5%,-0.2%,-2%,
O=C(CNC(=O)c1ccc(-c2ccccc2)cc1)OCc1ccc(Cl)cc1,-49%,0.2%,11%,10%,0.9%,i,-7%,0.3%,-1%,
COC(=O)C(=O)/C=C(\O)c1c(C)cc(C)cc1C,-8%,1.2%,0%,28%,9.3%,i,13%,0.6%,12%,
Cc1cc(=O)[nH]c(N=N/C(=N/Nc2ccccc2C)c2ccccc2)n1,45%,-0.2%,1%,12%,-4.3%,i,-21%,-0.2%,-3%,
Cc1ccc2c(NC(=S)NC(=O)c3ccccc3)cccc2n1,-34%,-4.7%,-13%,-5%,0.1%,/,-5%,0.4%,3%,
COc1ccc(N=c2oc3ccccc3cc2C(=O)Nc2ccccn2)cc1OC,-1%,/,2%,-88%[20 µM],0.9%,i,-51%,-1.0%,/,
CN(C)Cc1ccccc1Sc1ccccc1Br,-49%,-2.2%,?,15%,1.7%,i,-2%,0.3%,-5%,
Cc1cccc(N(C)C(=O)CN2C(=O)COc3ccc(S(=O)(=O)N4CCCCCC4)cc32)c1,-31%,-0.2%,9%,-7%,1.7%,/,-6%,1.1%,3%,
CC1C(=O)N2CCCc3cc(S(=O)(=O)N(C)CCC#N)cc1c32 (configuration not stated),-13%,7.4%,2%,4%,-1.9%,/,6%,-0.1%,-12%,
NC(=O)C1CCN(C(=S)c2ccc(-c3ccc(Br)cc3)o2)CC1,-36%,3.3%,9%,-20%,3.5%,i,-42%,-0.5%,/,
CCOC(=O)c1cc(C)[nH]c1C,-1%,-0.6%,3%,1%,-0.6%,i,-1%,-0.1%,-8%,
CCCCN(C)CCCNC(=O)c1ccc(N2CCCC2=O)cc1,11%,12%,-4%,-15%,-1.1%,i,15%,0.2%,-8%,
O=C(/C=C\N1CCOCC1)c1ccc(Br)cc1,-41%,-4.3%,5%,-32%[20 µM],-0.1%,/,-11%,-0.7%,7%,NS5 inhibitors pilot replicate=-2.4
O=C(Cn1nc(C(=O)O)c2ccccc2c1=O)NC12CC3CC(CC(C3)C1)C2,-15%,0.8%,4%,16%,1.5%,i,16%,-0.3%,-4%,
O=C(NC(=S)NCCc1ccccc1)c1ccco1,-70%,0.1%,8%,13%,-0.6%,/,-1%,/,2%,
CC(=O)Nc1cccc(C(=O)/C=C/c2cccs2)c1,38%,-0.1%,-7%,/,-0.6%,i,-18%,-1.2%,-5%,
Cc1ccc2c(c1)c1c(n2CC(O)CN2C(=O)CNC2=O)C(=O)CCC1 (configuration not stated),-21%,-5.9%,27%,14%,0.9%,i,-3%,0.0%,-4%,
O=C(COc1ccc(Br)cc1CNC1CCCC1)Nc1ccccc1,-24%,42%,-1%,-31%[20 µM],-0.4%,i,-6%,-1.2%,-6%,
COc1cccc(C(=O)C2CCCN(C(=O)c3cccc(C#CC(C)(C)O)c3)C2)c1 (configuration not stated),-18%,0.1%,-2%,-33%[20 µM],0.2%,i,18%,-1.6%,-5%,
CCCNC(=O)c1cc(Cl)c(NC(=O)C2=C(C)OCCS2)cc1OC,-2%,-4.2%,0%,3%,-0.9%,/,1%,-0.4%,-6%,
CCN(CC)CCCN1C(=O)CSC1c1ccc([N+](=O)[O-])cc1 (configuration not stated),-14%,-3.8%,14%,-1%[20 µM],0.8%,i,-6%,-0.6%,-10%,
CCCN(CCC)C(=O)C1CCN(c2cc(C)nc3c(-c4ccc(OC)c(OC)c4)c(C)nn23)CC1,-28%,-1.0%,11%,14%,0.3%,i,0%,-0.1%,-6%,
c1nnc2c3c4c(sc3ncn12)CCCC4,-19%,-1.8%,-3%,15%,0.8%,i,14%,0.4%,/,
Cc1cc(NC(=O)C2C3C(=O)N(CC4CCCO4)C(C(=O)NCc4ccccc4)C34C=CC2(C)O4)no1 (configuration not stated),-27%,4.2%,1%,-33%,1.5%,i,5%,0.2%,5%,
Cc1c(C(=O)NCc2cccs2)oc2ccc(Br)cc12,-41%,0.0%,4%,-16%,-1.1%,i,-44%,-1.1%,-2%,
C/C(=N\Nc1ccc([N+](=O)[O-])cc1)c1ccc(-n2nncc2C)cc1,-5%,4.6%,6%,27%,20%,i,-17%,-0.1%,-3%,
CCOC(=O)CC(=O)Nc1ccc(Br)cc1C(=O)O,2%,1.1%,-1%,-4%,-3.1%,i,5%,0.5%,/,
O=[N+]([O-])c1cccc(/C=N/NC2=NS(=O)(=O)c3ccccc32)c1,-31%,-5.4%,1%,-1%,0.7%,i,-29%,0.5%,6%,
CC(C)(C)OC(=O)CNC(=O)c1[nH]cnc1C(=O)N[C@@H](Cc1ccccc1)C(=O)OC(C)(C)C,-4%,-0.9%,5%,2%,-0.2%,i,13%,0.4%,-6%,
CC(c1nnnn1C(C)(C)C)N(Cc1cccnc1)Cc1ccccc1Cl (configuration not stated),3%,-1.4%,0%,-1%,0.1%,i,2%,-0.1%,1%,
CC(C)CC1(C(=O)NCCc2c[nH]c3ccccc23)C=CCN1C(=O)c1ccccc1 (configuration not stated),-17%,-1.1%,-2%,14%,1.8%,i,12%,-0.5%,-4%,
C/C(Cc1ccccc1)=N\NC(=O)c1ccc(F)cc1,18%,0.5%,0%,-28%,0.0%,i,-30%,0.3%,0%,
COc1cc2c(cc1OC)C(c1ccc(N(C)C)cc1)NCC2 (configuration not stated),-9%,0.9%,-3%,-39%,1.1%,/,13%,-0.7%,-6%,
COc1cc(C(=O)Nc2scc(-c3ccccc3)c2C(=O)O)cc(OC)c1OC,-21%,0.2%,17%,-52%[20 µM],9.9%,/,14%,0.9%,15%,
Cc1oc(=O)c(NC(=O)c2ccccc2)cc1C(C)O (configuration not stated),-9%,-1.4%,2%,-4%,-1.6%,i,-2%,-0.1%,/,
CSc1cccc(NC(=O)/C=C/c2ccc(Cl)cc2)c1,1%,7.5%,9%,7%,3.2%,i,-14%,-0.9%,-6%,
O=C(O)c1ccccc1C(=O)Nn1cnnc1,-8%,-4.0%,-5%,-6%,-0.3%,/,6%,0.0%,-1%,
Cc1ccc(NC(=O)NC2CCN(S(=O)(=O)c3ccc(F)cc3)CC2)cc1,-10%,0.8%,13%,-4%,-2.6%,i,-11%,-0.9%,-9%,
CC1=NN(C(N)=S)C(=O)C1N=Nc1ccc(Cl)cc1 (configuration not stated),0%,1.1%,-4%,1%,5.2%,/,-117%,-0.1%,6%,

# Four entries picked at random from the list so far:
SMILES,NOD1 NF-kB reporter,KOR beta-arrestin-1,AID2073,KOR beta-arrestin-2,HIV peptide binding,Yfh1-off respiration,NOD2 inhibition,West Nile antiviral,NS5 inhibitors,others
CCOC(=O)CC(=O)Nc1ccc(Br)cc1C(=O)O,2%,1.1%,-1%,-4%,-3.1%,i,5%,0.5%,/,
O=[N+]([O-])c1cccc(/C=N/NC2=NS(=O)(=O)c3ccccc32)c1,-31%,-5.4%,1%,-1%,0.7%,i,-29%,0.5%,6%,
CC(C)(C)OC(=O)CNC(=O)c1[nH]cnc1C(=O)N[C@@H](Cc1ccccc1)C(=O)OC(C)(C)C,-4%,-0.9%,5%,2%,-0.2%,i,13%,0.4%,-6%,
COc1cc2c(cc1OC)C(c1ccc(N(C)C)cc1)NCC2 (configuration not stated),-9%,0.9%,-3%,-39%,1.1%,/,13%,-0.7%,-6%,

# (more compounds)
SMILES,NOD1 NF-kB reporter,KOR beta-arrestin-1,AID2073,KOR beta-arrestin-2,HIV peptide binding,Yfh1-off respiration,NOD2 inhibition,West Nile antiviral,NS5 inhibitors,others
C=CCC1(CC=C)CCCN1C(=O)c1cc(COc2ccc(F)c(F)c2)on1,-19%,0.3%,12%,-12%,0.9%,/,-7%,-0.3%,-3%,
Cc1nc2c(C)cccn2c1C(=O)c1ccccc1,5%,-4.7%,-1%,6%,-0.8%,i,-6%,0.7%,-4%,
COc1cc(/C=C/C(=O)c2ccc(O)cc2)ccc1OCC#N,29%,5.0%,6%,-6%,1.7%,i,-39%,20%,-6%,
O=C(O)CC/C(=C\c1ccccc1[N+](=O)[O-])c1nc2ccccc2s1,-9%,-1.3%,0%,25%,1.9%,i,10%,0.7%,-1%,
Cc1nnc(SCc2cc([N+](=O)[O-])cc3c2OCOC3)[nH]c1=O,4%,0.1%,-5%,-9%,-1.6%,i,3%,0.0%,5%,
Oc1ccc(/C=N/N(c2ccccc2)c2ccccc2)c(O)c1O,6%,-2.6%,32%,16%,32%,/,28%,-0.3%,10%,
CCCCN(CC)Cc1ccc(CNC(=S)Nc2ccccc2F)o1,-25%,2.2%,-23%,-41%,-2.3%,i,5%,-0.1%,-8%,
O=C(CCc1nnc(Cc2cccc(C(F)(F)F)c2)o1)NCCc1ccccc1F,-46%,5.0%,3%,-1%,1.8%,/,-18%,-0.6%,-5%,
Cc1ccn2c(NC3CCCC3)c(-c3cccs3)nc2c1,0%,-3.7%,30%,-21%,1.3%,i,-14%,-0.7%,-7%,
CC(C)CCNC(=O)CN1C(=O)NC(c2ccccc2)(c2ccccc2)C1=O,-3%,3.5%,4%,-34%,-1.1%,/,-11%,-0.3%,-10%,
CC(=O)/C(=N/Nc1ccc([N+](=O)[O-])cc1)N1CCCc2ccccc21,2%,-2.2%,-3%,25%,0.2%,i,-5%,0.1%,-2%,
CC(C)(C)C1(O)CC(C(F)(F)F)=NN1C(=O)CCc1ccccc1 (configuration not stated),-19%,-6.0%,-6%,-29%[20 µM],-1.5%,i,16%,0.3%,4%,
CCC12C(=O)C(CC)(C(c3ccccc3)=C1c1ccccc1)[C@@H]1C(=O)N(c3ccccc3)C(=O)C12 (some centres not stated),-48%,-3.6%,4%,30%,1.0%,i,-15%,-1.3%,13%,
